HepG2 viability – HepG2 cytotoxicity, counter-screen for TGF-b inhibitors; HepG2 CAGA-GFP viability, ATP luminescence, 18 h; 410,000 compounds, 0.76% hits; Potency, µM (highest dose often 46.1 µM), inactives show at the highest dose activity change, negative = cytotoxicity, hits mostly cytotoxic; further: potency means the concentration at half of the fitted maximal effect; some results filed as inactive show a strong effect at the top dose
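HepG2 CAGA-GFP cells (1000/well, DMEM with 1% FBS) received compound, then TGF-beta at 500 pg/mL final, and were incubated 18 hours at 37 degrees C. Viability was read by CellTiter-Glo luminescence. Media-only wells were set as complete cell-killing and DMSO as no toxicity.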
CCT chaperon mod – cytosolic chaperonin activity modulation; activity change, % (concentration not given with the values), hits read low; 360,000 compounds, 0.3% hits; purified chaperonin ATPase assay, HTRF ADP detection, 30 min; in the data active means activity change below about -30%; further: on the % scale 0 is the no-effect control and ±100 the full control effect
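First, chaperonin was dispensed at 40 nM or 20 nM final depending on batch activity. Next, compounds were pinned at 76 uM and ATP added at 10 uM. After 30 min at 37 °C, ADP detection reagents ran 30 min at ambient temperature.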
MmCpn inh – blocks the Methanococcus maripaludis chaperonin Mm-Cpn. AID 504842. 330,000 compounds, 0.031% hits. Potency, µM (titrated, usually from 76.9 µM), for inactives: at the top dose activity, negative = inhibition, most hits filed as inhibitors. purified Mm-Cpn ATPase, ADP Transcreener TR-FRET; further: potency means the concentration at half of the fitted maximal effect; on the % scale 0 is the no-effect control and ±100 the full control effect; nearly all actives have a fitted effect of over 80% in size
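Eu-cryptate anti-ADP/ADP-d2 competition gives a ratio inversely related to ADP. Enzyme at 25 nM was pre-exposed to compound for 10 min, then given 10 uM ATP for 30 min, 37°C throughout.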
Nrf2 ARE act – Nrf2 pathway activation | 410,000 compounds, 0.31% hits | AREc32 ARE-luciferase reporter (MCF7-derived line), luminescence, 24 h | Potency, µM (doses to about 46.1 µM), without a hit: at the top dose activation, actives largely listed as activators; further: potency means the concentration at half of the fitted maximal effect; % of control where 0% means no effect; nearly all actives have a fitted effect of over 65% in size
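For detection, Steady-Glo was added and plates sat 30 min at RT; before that, AREc32_Fluc cells grown overnight in OPTI-MEM/5% FBS had been treated with 23 nL compound for 24 hr at 37 deg C.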
A549 tox – kills or reduces viability of A549 cells in Nrf2 counter-screen; A549 ARE-Fluc cells, CellTiter-Fluor viability, 18-24 h; Potency, µM (top dose mostly 46 µM), for inactives: at the top dose activity change, negative = cytotoxicity, hits mostly inhibitors; 390,000 compounds, 0.16% hits; further: potency means the concentration at half of the fitted maximal effect; on the % scale 0 is the no-effect control and ±100 the full control effect
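A549 ARE_Fluc cells in 5% FBS OPTI-MEM were exposed to compounds in concentration-response for 18-24 h at 37 deg C. Viability was read by CellTiter-Fluor fluorescence (Ex 405/Em 525) after 30 min, before the luciferase read.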
pAkt inh – blocks phosphorylation of Akt | activity change, % for hits at 50 µM | 360,000 compounds, 0.32% hits | Neuro2A IGF-stimulated pAkt S473 HTRF, 20 min; hits give low values; in the data active means activity change below about -80%; inconclusive means mostly about -51% to -80%; further: on the % scale 0 is the no-effect control and ±100 the full control effect
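Neuro2A cells (4,500/well, DMEM with 0.5% FBS) were treated with compound at a single 50 µM final concentration, stimulated with 6 nM IGF for 20 min at 37 °C, and lysed. Phospho-Akt Ser473 was read by HTRF as 665/615 ratio ×10^4.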
Nrf2 block – inhibitors of Nrf2 signaling; AID 504444; Potency, µM (highest dose often 46 µM), for inactives: at the top dose activity change, negative = inhibition, hits mostly inhibitors; A549 ARE-Fluc reporter, luciferase luminescence, 18-24 h; 360,000 compounds, 2.1% hits; further: potency means the concentration at half of the fitted maximal effect; on the % scale 0 is the no-effect control and ±100 the full control effect; nearly all actives have a fitted effect of over 60% in size
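Cells were seeded and rested 2 h, then exposed to compounds for 18-24 h. CellTiter-Fluor was read first as a viability measure. BugLite was added 15 min before the final luminescent read of ARE-luciferase activity in A549 cells.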
ATXN viability – cell viability loss in ATXN counter-screen; S2 cells (HEK-293 line with an ATXN2-luciferase reporter) viability, CellTiter-Fluor protease fluorescence, 24 h; Potency, µM (series often up to 56.7 µM), most hits filed as cytotoxic; AID 651635; 400,000 compounds, 0.49% hits; further: potency means the concentration at half of the fitted maximal effect; nearly all actives have a fitted effect of over 40% in size
TGFb inhibitor – inhibitors of TGF-b signaling. HepG2 CAGA-GFP TGF-b/SMAD3 reporter, GFP fluorescence, 18 h; TGF-beta stimulated, 500 pg/mL final. Potency, µM (titrated, usually from 46.1 µM), for inactives: at the highest dose activity, negative = inhibition, hits mostly inhibitors. 410,000 compounds, 1.2% hits. AID 588855; further: potency means the concentration at half of the fitted maximal effect; on the % scale 0 is the no-effect control and ±100 the full control effect; nearly all actives have a fitted effect of over 65% in size
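Cell-based qHTS in HEPG2 carrying a CAGA-GFP Smad reporter; compounds added before 500 pg/mL final TGF-beta, 18 h incubation at 37 degrees C, GFP fluorescence quantified per cell by imaging cytometry.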
The depositor's hits bear a star; i = inactive; ? = inconclusive; / = not tested or not shown; & = joins results of further samples. Unless noted, the call rests on the fitted dose curve; in most records, active means well fitted curve in the direction sought with a large enough effect; inconclusive means small, poorly fitted or top-dose-only effect, or another doubt; inactive means no such curve, though single readings can be large; an effect the other way counts as inactive or inconclusive. No enrichment for hits. Share with any hit: about 4.4%.

molecule | HepG2 viability | CCT chaperon mod | MmCpn inh | Nrf2 ARE act | A549 tox | pAkt inh | Nrf2 block | ATXN viability | TGFb inhibitor
Cc1cc2cc(OCC(=O)O)ccc2n1C | 14% | 0.5 | -4% | 0.3% | / | i | -18% | i | 2%
Nc1c(C(=O)NCCN2CCOCC2)c2nc3ccccc3nc2n1CCc1ccccc1F | -57% | -3.1 | 0% | 0.1% | -8% | i | ? | / | ?
COc1ccc(NCC(=O)N2CCCC2)cc1Cl | -2% | -0.5 | -3% | -0.6% | 0% | i | 8% | i | 7%
Cc1ccc(CC(=O)c2ccc(Cl)cc2)cc1 | 9% | -0.6 | 1% | -0.2% | -14% | i | ? | ? | 4%
CC(=O)c1ccc(NC(=O)c2ccc(-n3cnnc3)cc2)cc1 | -38% | / | / | 0.3% | -5% | / | / | i | -5%
CCOc1c(Br)ccc2c1sc1nc[nH]c(=O)c12 | -14% | -0.7 | 1% | -0.5% | 0% | i | / | i | 0%
CC(C)CCN1CCN(Cc2cccc(C(F)(F)F)c2)CC1CCO (stereo not drawn) | -19% | -1.7 | -2% | 3.0% | 3% | i | -14% | i | -12%
O=C(OCc1cc(=O)oc2cc(O)ccc12)c1cc(S(=O)(=O)N2CCOCC2)ccc1F | 16% | 2.0 | -6% | 5.0% | 0% | i | 8% | i | -1%
O=S(=O)(NCCCN1CCOCC1)c1ccc2c(c1)OCCO2 | -1% | -6.7 | 2% | 0.5% | 1% | i | 12% | i | 7%
Cc1ccc(CN(C(=O)C(F)(F)F)C(C(=O)NC2CCCCC2)c2ccco2)cc1 (stereo not drawn) | -15% | -4.1 | -1% | 2.9% | -12% | i | ? | i | 4%
CC(CC(=O)Nc1ccc(F)cc1F)S(=O)(=O)c1ccc2c(c1)NC(=O)CO2 (stereo not drawn) | -5% | -0.9 | 0% | -0.6% | -11% | i | -1% | i | -13%
COc1ccc(S(=O)(=O)N(C)C[C@H]2Oc3ncc(C#CC4(O)CCCC4)cc3C(=O)N([C@@H](C)CO)C[C@@H]2C)cc1 | -29% | 0.1 | / | 0.8% | / | i | / | i | -9%
O=C(CSc1nnc(-c2ccccn2)n1Cc1ccccc1)N1CCOCC1 | -33% | -0.7 | 1% | -1.5% | 2% | i | -2% | i | 0%
CCN(CC)CCC(c1cc(OC)c(OC)c(OC)c1)c1c(OC)cc(OC)c2c(C)cc(=O)oc12 (stereo not drawn) | -28%&-7% | 0.5 | 3% | 10% | ? | i | 0%&8% | ? | ?
C(=N\Nc1nc(Nc2ccccc2)nc(N2CCOCC2)n1)/c1c[nH]c2ccccc12 | -22% | -0.9 | -2% | 6.5% | ? | i | ? | i | 4%
Cc1cc(C(=O)COC(=O)c2ccc(NC(=O)CC#N)cc2)c(C)n1CC(F)(F)F | -11% | 1.3 | / | 2.6% | / | i | / | i | 2%
C=CCn1c(C)cc(-c2csc(NC(=O)CCc3nc4ccccc4c(=O)[nH]3)n2)c1C | 0% | -14 | -6% | 0.3% | 2% | i | -17% | ? | -20%
Cc1ccc(Cl)cc1NC(=O)Cn1c(=O)n(Cc2ccc(C(=O)NCc3ccc4c(c3)OCO4)cc2)c(=O)c2ccccc21 | -27% | / | / | -0.3% | -5% | / | -12% | i | ?
O=C(CSc1nccn1-c1ccccc1)NCc1ccc2c(c1)OCO2 | 2% | -2.4 | -1% | -0.3% | -17% | i | / | i | 0%
COC(/C(=N/O)c1ccc(Cl)cc1)c1ccccc1 (stereo not drawn) | -56% | 3.1 | -1% | 4.0% | -1% | i | -10% | i | ?
CCOC(=O)C1CCCN(C(=O)c2cccc(S(=O)(=O)N(C)c3ccc(C)cc3)c2)C1 (stereo not drawn) | -31% | -1.4 | 3% | -0.4% | -4% | i | -10% | i | -1%
Cc1cccc(NC(=O)C(C)n2cc([N+](=O)[O-])cn2)n1 (stereo not drawn) | 4% | -2.2 | -6% | -0.1% | -3% | i | 15% | i | ?
CC(=O)c1cccc(OCC(O)CNCCOc2ccc(C)cc2)c1 (stereo not drawn) | 5% | -4.1 | 1% | 0.5% | -3% | i | 12% | i | 2%
CCCCc1ccc(S(=O)(=O)NC2CCS(=O)(=O)C2)cc1 (stereo not drawn) | -26% | 2.5 | -2% | 2.5% | -2% | i | 18µM* | i | -26%
CC(=O)c1cccc(NC(=O)c2cc(-c3ccc(Cl)s3)nc3ccccc23)c1 | -6% | / | / | 3.5% | -6% | / | -21% | i | 5%
Cc1ccc(N2CCN(C(=S)Nc3ccccc3)CC2)cc1 | -2% | -3.8 | 2% | 6.0% | 4% | i | -21% | i | -15%
CCOC(=O)C1CCN(C(=O)c2ccc3c(c2)NC(=O)/C(=C\c2ccc(C)cc2)S3)CC1 | -19% | -0.7 | 0% | 3.5% | ? | i | ? | i | -30%
Cc1cc(CNC(=O)C2CCC(=O)N(Cc3cccc(C(F)(F)F)c3)C2)no1 (stereo not drawn) | 0% | 0.4 | 1% | -0.4% | 0% | i | -3% | ? | -3%
COc1ccc(COc2cccnc2N)cc1 | -20% | -0.4 | 0% | 1.1% | 5% | i | 25% | i | -9%
O=C(OCC(=O)N1CCCC1=O)c1cccc([N+](=O)[O-])c1 | -6% | 0.1 | 0% | 0.1% | 7% | i | 2% | i | 0%

Laid out differently: five of the compounds above.
The line under a structure holds: HepG2 viability, CCT chaperon mod, MmCpn inh, Nrf2 ARE act, A549 tox, pAkt inh, Nrf2 block, ATXN viability, TGFb inhibitor
O=C(OCC(=O)N1CCCC1=O)c1cccc([N+](=O)[O-])c1
→ -6%, 0.1, 0%, 0.1%, 7%, i, 2%, i, 0%
CCOC(=O)C1CCCN(C(=O)c2cccc(S(=O)(=O)N(C)c3ccc(C)cc3)c2)C1 (stereo not drawn)
→ -31%, -1.4, 3%, -0.4%, -4%, i, -10%, i, -1%
O=C(CSc1nccn1-c1ccccc1)NCc1ccc2c(c1)OCO2
→ 2%, -2.4, -1%, -0.3%, -17%, i, /, i, 0%
CCCCc1ccc(S(=O)(=O)NC2CCS(=O)(=O)C2)cc1 (stereo not drawn)
→ -26%, 2.5, -2%, 2.5%, -2%, i, 18µM*, i, -26%
CC(=O)c1cccc(NC(=O)c2cc(-c3ccc(Cl)s3)nc3ccccc23)c1
→ -6%, /, /, 3.5%, -6%, /, -21%, i, 5%

Following part
molecule | HepG2 viability | CCT chaperon mod | MmCpn inh | Nrf2 ARE act | A549 tox | pAkt inh | Nrf2 block | ATXN viability | TGFb inhibitor
C=CCNCCCOc1ccc(C(C)(C)c2ccccc2)cc1 | -68% | 0.9 | -3% | 4.9% | -3% | i | 13% | i | -20%
COc1ccc(C2C(C(=O)N3CCN(c4ccccn4)CC3)CCC(=O)N2c2cc(OC)c(OC)c(OC)c2)cc1 (stereo not drawn) | 22% | -0.5 | 1% | 0.3% | -18% | i | -9% | i | -28%
COc1ccc(CCn2c(C)cc(C(=O)CSc3nnc(N)s3)c2C)cc1 | -19% | 3.3 | -4% | 0.1% | -2% | i | -13% | i | 16%
O=C(Nc1ccc2c(c1)OCO2)C(c1ccc(Cl)cc1)N1CCN(C(=O)c2ccco2)CC1 (stereo not drawn) | 3% | 1.0 | 2% | -0.2% | 4% | i | 9% | i | 25%
O=C(CN1CCN(Cc2ccc(Cl)cc2)CC1)N/N=C/c1cccs1 | -7% | -0.9 | 2% | 0.1% | 1% | i | -6% | i | -2%
Cc1ccc(Nc2cc(C)c3ccc(O)cc3n2)cc1C | 10µM* | -4.2 | -1% | 13% | 1% | i | 11% | i | ?
CCCCNS(=O)(=O)c1ccc2nc(NC(=O)c3cccnc3)sc2c1 | -1% | / | / | 0.0% | -4% | / | / | ? | 29%
COc1ccc(NC(=O)[C@@H](NC(=O)N2C[C@H]3C[C@@H](C2)c2cccc(=O)n2C3)C(C)C)cc1OC | -3% | -0.2 | 0% | 0.5% | 1% | i | 1% | i | 2%
CC(C)(C)c1cc2cccnc2n1Cc1ccccc1 | -9% | -1.5 | -2% | 1.9% | 0% | i | -21% | i | 9%
CCC(=O)N1c2ccc(S(=O)(=O)N3CCN(c4ccccc4Cl)CC3)cc2CC1C (stereo not drawn) | 1%&-18% | 0.6 | 3% | -0.3%&0.0% | -8%&16% | i | ? | ? | ?
Cc1ccc(N(CC(=O)NCc2ccncc2)S(C)(=O)=O)cc1Cl | -20% | -0.1 | 1% | 0.5% | 0% | i | -2% | i | -1%
Cc1cccc(N2CCN(c3nc4ccccc4c(=O)n3-c3ccc(Cl)cc3)CC2)c1C | -23% | / | / | 0.4% | -4% | / | -5% | / | -12%
CSc1ccc(C(=O)C2CCCN(C(=O)CCn3cncn3)C2)cc1 (stereo not drawn) | -1% | 0.5 | -3% | -1.0% | -2% | i | 24% | i | -26%
O=C(NCc1cccs1)c1ccc2c(c1)N(Cc1cccc(F)c1)C(=O)c1ccccc1S2 | -28% | / | / | 7.0% | -2% | / | / | ? | -10%
CC1CCN(c2nc(CN3CCCCC3)nc3scc(-c4ccccc4)c23)CC1 | -18% | -0.9 | 1% | -0.9% | ? | i | ? | / | -18%
Cc1ccc(/C=C2\SC(=S)N(CC3CCCO3)C2=O)o1 (stereo not drawn) | 12% | -0.2 | -3% | ? | -1% | i | 25% | ? | -13%
COc1ccc(CCNC(=O)CSCc2ccc([N+](=O)[O-])cc2)cc1 | -2% | -0.8 | 2% | -0.2% | 12% | i | 7% | i | 5%
O=C(CN1CCOCC1)NN1CC(=O)N(c2ccc(Cl)cc2)CC1=O | 12% | -1.4 | 0% | 4.7% | 4% | i | 5% | i | -2%
OCCNC(=S)NCCc1ccccc1 | 2% | -1.5 | 1% | -0.6% | 5% | i | 8% | i | 7%
CCNC(=O)COC(=O)c1ccc(-n2nc(C)cc2C)cc1 | -18% | -2.0 | 0% | 0.4% | 4% | i | -17% | i | 0%
